Compound activity (PubChem)
HT1080-NT tox: qHTS for induction of synthetic lethality in tumor cells producing 2HG: qHTS for the HT-1080-NT fibrosarcoma cell line. actives 1.6% (n = 360,000). Potency, µM (doses to about 46.1 µM), for inactives: top-dose activity, negative = less viability, usual class: cytotoxic. HT-1080-NT fibrosarcoma viability, CellTiter-Glo ATP luminescence, 48 h. AID 686970, 2013;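 note: NT is the 2HG producing partner of a matched IDH1 knockdown line; potency is the fitted concentration of half-maximal effect; 0% = DMSO-treated cells and -100% = media-only wells without cells; nearly all actives have a fitted effect of over 55% in size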
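Luminescent CellTiter-Glo readout after 48 hours of compound exposure at 37 degrees C defined viability of HT-1080-NT cells. Activity was normalized to DMSO wells and cell-free media wells; concentration-response curves were fitted and assigned curve classes.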
SW480 rerep: A quantitative high throughput screen for small molecules that induce DNA re-replication in SW480 colon adenocarcinoma cells; SW480 DNA re-replication, Hoechst DNA content imaging, 48 h; Potency, µM (doses to about 46.1 µM), for inactives: at the top dose re-replication activation, hits mostly activators; actives 1.8% (n = 340,000); AID 624297, 2012; note: potency is the fitted concentration of half-maximal effect; % of control where 0% means no effect; nearly all actives have a fitted effect of over 55% in size
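Compounds, transferred as 23 nL by pin tool, were incubated with cells for 48 hr; DNA content per nucleus was then quantified by Hoechst staining and fluorescence plate imaging.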
GLP1R cytotox: qHTS of GLP-1 Receptor Inverse Agonists: Cytotox Screen; HEK293 cAMP-luciferase reporter cells, luminescence, 24 h; Potency, µM (top dose mostly 38.3 µM), without a hit: at the top dose activity change, negative = inhibition, actives largely listed as inhibitors; actives 0.13% (n = 410,000); AID 624418, 2012;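 note: loss of luciferase light is scored as toxicity; potency is the fitted concentration of half-maximal effect; % is set by controls: 0 for no effect and ±100 for the full control effect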
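Here, cytotoxicity is scored as loss of luminescence. The MLSMR collection was tested on cells seeded in medium containing 10% Nu serum, with a 24 hr compound exposure preceded by 12 hours of culture.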
DRD3 agonist: qHTS of D3 Dopamine Receptor Agonist: qHTS; D(3) dopamine receptor (Homo sapiens), P35462; D3R DiscoveRx beta-arrestin cells, luminescence, 90 min; max activation, %; actives 0.58% (n = 410,000); in the data active = max activation above about 30%; note: 0% is about no effect; mostly tested at two doses, the higher about 12 µM
Target sequence (P35462 whole entry, looked up): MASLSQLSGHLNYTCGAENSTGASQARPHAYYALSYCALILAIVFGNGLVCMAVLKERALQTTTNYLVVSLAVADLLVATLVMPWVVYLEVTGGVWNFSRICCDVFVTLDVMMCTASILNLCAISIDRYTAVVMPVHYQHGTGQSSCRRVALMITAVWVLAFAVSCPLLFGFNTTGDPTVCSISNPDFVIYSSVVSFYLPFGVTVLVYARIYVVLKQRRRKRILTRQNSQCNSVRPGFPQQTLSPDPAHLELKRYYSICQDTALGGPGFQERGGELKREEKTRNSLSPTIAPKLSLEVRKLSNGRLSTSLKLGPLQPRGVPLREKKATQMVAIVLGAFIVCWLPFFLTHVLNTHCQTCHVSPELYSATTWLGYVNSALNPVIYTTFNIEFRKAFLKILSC
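Agonist-mode cell screen: cells plated at 1500/well and incubated overnight at 37 °C, then exposed to library compounds for 90 min at 37 °C. Detection reagent was added for 30–60 min at room temperature, and luminescence was read.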
HT1080 IDH1KD tx: qHTS for induction of synthetic lethality in tumor cells producing 2HG: qHTS for the HT-1080-IDH1KD cell line. Potency, µM (titrated, usually from 46.1 µM), for the others: at the top dose activity, negative = toxicity, actives largely listed as cytotoxic. actives 2% (n = 360,000). HT-1080 IDH1 knockdown viability, ATP luminescence, 48 h;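 note: potency is the fitted concentration of half-maximal effect; 0% = DMSO wells and -100% = cell-free medium wells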
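Assay cells: HT-1080 with IDH1 knockdown, 750 per well, RPMI/5% FBS. Exposure: 48 h at 37 °C following 2 h pre-incubation. Read: CellTiter-Glo luminescence; fitted concentration-response, curve class assigned.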
MCF10A rerep: A quantitative high throughput screen for small molecules that induce DNA re-replication in MCF 10a normal breast cells | actives 2.9% (n = 350,000) | AID 624296, 2012 | Potency, µM (titrated, usually from 46.1 µM), for the others: at the top dose activity, positive = re-replication, usual class: activators | MCF 10A DNA re-replication, Hoechst nuclear intensity, 48 h; note: potency is the fitted concentration of half-maximal effect; % of control where 0% means no effect; nearly all actives have a fitted effect of over 50% in size
KB-3-1 tox: qHTS assay for MDR1-selective chemotherapeutics: Primary screen using the parental adenocarcinoma cell KB-3-1; KB-3-1 viability, CellTiter-Glo ATP luminescence, 72 h; AID 1347075, 2019; actives 1.4% (n = 400,000); Potency, µM (series often up to 46.1 µM), for the others: at the highest dose activity change, negative = cytotoxic, usual class: cytotoxic; note: potency is the fitted concentration of half-maximal effect; % is set by controls: 0 for no effect and ±100 for the full control effect; nearly all actives have a fitted effect of over 60% in size
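Parental KB-3-1 viability, qHTS format: 72 h compound exposure, 37 °C; CellTiter-Glo; media-only wells and DMSO plates as controls; concentration-effect fits on corrected data.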
KB-V1 cytotox: qHTS assay for MDR1-selective chemotherapeutics: Primary screen using the drug-selected MDR subline cells KB-V1 | KB-V1 MDR cells viability, CellTiter-Glo, 72 h | Potency, µM (series often up to 46.1 µM), for the others: top-dose activity change, negative = cytotoxicity, most hits filed as cytotoxic | actives 3.4% (n = 400,000); note: potency is the fitted concentration of half-maximal effect; % is set by controls: 0 for no effect and ±100 for the full control effect; nearly all actives have a fitted effect of over 60% in size
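Cells of the MDR subline KB-V1 are plated, dosed with compound at multiple concentrations, and incubated 72 h at 37 degrees C; CellTiter-Glo is then added and luminescence read after 10 min.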
IL1B secr inh: qHTS for Inhibitors of Inflammasome Signaling: IL-1-beta AlphaLISA Primary Screen; THP-1 LPS/ATP IL-1B secretion, AlphaLISA, 16 h; stronger effect = lower value; activity change, % at 57.5 µM; actives 4.7% (n = 360,000); in the data active = activity change below about -50%; inconclusive = mostly about -30% to -49%; note: % is set by controls: 0 for no effect and ±100 for the full control effect
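Secreted IL-1B measured by AlphaLISA bead assay after 16 h compound exposure of THP-1 cells; compounds (final up to 57.5 uM) added 1 h before LPS (250 ng/mL) and ATP (1.25 mM) stimulation; lower signal means less secretion.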
Numbers without * were called inactive; u = inconclusive; x = not tested or not shown; & = joins results of further samples; [ ] = dose if it differs, or a comment. Unless noted, calls come from the whole dose curve; as a rule, active = well fitted curve in the direction sought with a large enough effect; inconclusive = small, poorly fitted or top-dose-only effect, or another doubt; inactive = no such curve, though single readings can be large; an effect the other way counts as inactive or inconclusive. Outcome played no part in choosing rows; any-hit rate near 11%.

Value order – HT1080-NT tox, SW480 rerep, GLP1R cytotox, DRD3 agonist, HT1080 IDH1KD tx, MCF10A rerep, KB-3-1 tox, KB-V1 cytotox, IL1B secr inh
- Cc1ccc(S(=O)(=O)NCCC(=O)OCC(=O)N2CCCC2=O)cc1
    6%, -18%, -6%, -1, 6%, u, -4%, u, 10
- Oc1cccc(Nc2ncnc3c2oc2ccccc23)c1
    -26%, -5%, -15%, 6, u, 5%, u, -10%, u
- Cc1ccc2c(CC(=O)Nc3cccc(S(=O)(=O)N4CCOCC4)c3)coc2c1
    -1%, -1%, -1%, 1, -1%, 1%, -4%, -3%, -7
- CC(=O)Nc1ccc(S(=O)(=O)NC2=NCN(C)CN2)cc1
    6%, 6%, -2%, -3, 1%, -1%, 0%, 14%, 31
- O=C(CNC(=O)C(c1ccccc1)c1ccccc1)N/N=C\c1ccc(C(=O)O)cc1
    14%, -5%, 2%, 5, 11%, -3%, 3%, u, 4
- Cc1nc2ccc(C(=O)O)cc2[nH]1
    -3%, -1%, 14%, 7, 0%, 7%, -4%, 2%, -7
- CCCCOC(=O)c1c(C)oc2ccc(NS(=O)(=O)c3ccc(F)cc3C)cc12
    x, x, -18%, 1, x, x, -10%, -7%, x
- COc1ccc(C2CC(=O)Oc3ccc(OC)cc32)cc1 (configuration not stated)
    5%, 2%, -4%, 7, 10%, 0%, 0%, 0%, 24
- CCN1CCN(Cc2c(O)ccc3c(C)c(-c4ccc(OC)cc4)c(=O)oc23)CC1
    x, x, 91%[activator], -6, x, x, -5%, -5%, x
- COc1ccc(S(=O)(=O)N2CCN(C(=O)Nc3ccccc3OC)CC2)cc1
    3%, -6%, -6%, 5, 10%, 2%, 0%, -1%, 6
- CCc1ccc(C(=O)OCC(=O)N2CCCCCC2)cc1
    -3%[9.24 µM], -15%, 0%, -1, 0%, -4%, 14%, 0%, -9
- Cc1ccc(CNC(=O)Cn2c(=O)ccc3cc(S(=O)(=O)N4CCC(C)CC4)ccc32)cc1
    x, x, 6%, -19, x, x, -5%, u, x
- C#CC(C)(C)NS(=O)(=O)c1cc(-c2nnc(Nc3ccc(C)cc3)c3ccccc23)ccc1C
    x, x, 0%, 8, x, x, u, u, x
- COc1ccc(OC)c(S(=O)(=O)Nc2cc(Cl)cc(Cl)c2)c1
    -1%, -4%, 2%, 2, -21%, 1%, -9%, u, 38
- O=C(/C=C/Nc1ccccc1F)c1ccc(Br)cc1
    10%, 0%, -9%, -15, 0%, 4%, 2%, -18%, -4
- O=C(Nc1cccc(Cl)c1Cl)c1csc([C@H]2C[C@H](O)[C@@H](CO)O2)n1
    1%, x, 5%, 7, 20%, x, 0%, 10%, -23
- CCOc1ccccc1NC(=O)C(Sc1ccccc1)c1ccccc1 (configuration not stated)
    -11%, 11%, 26%, 6, -13%, u, 0%, -23%, -1
- CCN(Cc1ccccc1)C(=O)Cn1cc(S(=O)(=O)NC)c(S(=O)(=O)NC)c1
    3%, -11%, 3%, 0, 9%, -8%, 6%, 23%, 4
- CC(C)C(N)c1csc(NC(=O)Nc2ccccc2C(C)(C)C)n1 (configuration not stated)
    u, x, 8%, 7, u, x, 12%, -13%, -60*
- COc1ccccc1NC(=O)COC(=O)c1ccccn1
    15%, -6%, -2%, 4, 7%, -5%, 3%, -14%, 6
- O=C(Nc1ccc(Oc2ccccc2)cc1)c1csc([C@@H]2C[C@H](O)[C@@H](CO)O2)n1
    u, x, 8%, 4, 2.6µM*, x, -2%, -19%, 64
- Cc1ccc(-n2c(Cc3ccccc3)n[nH]c2=S)cc1
    u, 2%, u, -9, u, 5%, -2%, u, 9
- COc1ccc(CN2CCN(c3ccccn3)CC2)c(OC)c1C
    -8%&-25%, 4%&-2%, -3%&5%, -11&-13, u, -1%&21%, 3%&-15%, -21%&0%, 0&18
- OC1CCN(CC(O)C(F)(F)F)CC1 (configuration not stated)
    3%, -8%, -7%, 2, 10%, -3%, 3%, u, 8
- CC(=O)Cn1ncc(N2CCOCC2)cc1=O
    17%, -4%, -20%, 4, 16%, 4%, -2%, 21%, 1
- CCOC(=O)N1CCC(NS(=O)(=O)c2cc(Br)cnc2N)CC1
    -1%, 0%, -9%, -2, -14%, -2%, -6%, 0%, -14
- CC1CC1C(=O)OCC(=O)N(C)c1c(N)n(Cc2ccccc2)c(=O)[nH]c1=O (configuration not stated)
    19%, u, -5%, 4, 7%, 0%, 0%, 1%, 12
- CCN1CCN(C(=O)NC2CCCCC2)CC1
    9%, u, 0%, -6, 7%, u, 1%, 0%, -12
- Cc1csc(SCC(=O)N(C)C2CCS(=O)(=O)C2)n1 (configuration not stated)
    20%, -292%[inhibitor], -1%, 10, 4%, -1%, -1%, 13%, -2
- O=C(O)C1=C[C@H](c2ccc(Br)cc2)C[C@H](OCc2ccc(CO)cc2)O1
    18%, -11%, 16%, -24, 1%, 1%, -10%, -8%, 11
- CCCCN(Cc1ccco1)S(=O)(=O)c1csc(C(N)=O)c1
    -4%, -7%, 5%, -1, -5%, 4%, -42%, -34%, -7
- CCCCSc1nnc([C@@H]2CCCN2C(=O)OC(C)(C)C)o1
    15%, -1%, 2%, 1, 3%, 4%, -20%, -11%, 0
- COc1ccc(-n2nc3c(c2NC(=O)C2CCCC2)CS(=O)(=O)C3)cc1
    6%, 3%, 17%, 7, 12%, -1%, -5%, 8%, 3
- Cc1ccc(-c2csc(N3CCC(C(N)=O)CC3)n2)cc1
    x, -5%, x, x, x, 11%, -8%, 16%, x
- COc1ccc(C(CNC(=O)c2cccc(NS(=O)(=O)c3ccc(Br)cc3)c2)N(C)C)cc1 (configuration not stated)
    u, -554%[inhibitor], u, -29, u, u, -7%, 0%, -27
- O=C(O)c1ccc(OCC2CCCO2)cc1 (configuration not stated)
    5%, -1%, -14%, 5, 10%, -8%, 0%, 13%, 4
- Cn1c(SCC(=O)Nc2cccnc2)nnc1-c1ccccc1F
    12%, -6%, 5%, 4, 0%, -16%, -14%, -26%, 42
- CCc1ccc(N2CC(C(=O)Nc3ccc4c(c3)OCCO4)CC2=O)cc1 (configuration not stated)
    18%, -3%, -3%, -3, 12%, 9%, 6%, -25%, -5
- COc1ccc(S(=O)(=O)N2CCCOC2CNC(=O)C(=O)NCCCN2CCOCC2)cc1 (configuration not stated)
    1%, -1%, -4%, -17, -4%, -3%, x, x, -6
- CCOc1cccc(NC(=O)/C(C#N)=C/c2cccnc2)c1
    1%, -5%, -1%, 2, 5%, 3%, 8%, 0%, 11

Results in HT1080 IDH1KD tx, IL1B secr inh and KB-3-1 tox, for some of the entries so far:
structure	HT1080 IDH1KD tx	IL1B secr inh	KB-3-1 tox
O=C(Nc1ccc(Oc2ccccc2)cc1)c1csc([C@@H]2C[C@H](O)[C@@H](CO)O2)n1	2.6µM*	64	-2%
COc1ccc(C(CNC(=O)c2cccc(NS(=O)(=O)c3ccc(Br)cc3)c2)N(C)C)cc1 (configuration not stated)	u	-27	-7%

Compound profiles, from the list above. Order of values: HT1080-NT tox, SW480 rerep, GLP1R cytotox, DRD3 agonist, HT1080 IDH1KD tx, MCF10A rerep, KB-3-1 tox, KB-V1 cytotox, IL1B secr inh
`CC1CC1C(=O)OCC(=O)N(C)c1c(N)n(Cc2ccccc2)c(=O)[nH]c1=O` (configuration not stated) in the list: 19%, u, -5%, 4, 7%, 0%, 0%, 1%, 12
`OC1CCN(CC(O)C(F)(F)F)CC1` (configuration not stated) in the list: 3%, -8%, -7%, 2, 10%, -3%, 3%, u, 8
`COc1ccc(S(=O)(=O)N2CCCOC2CNC(=O)C(=O)NCCCN2CCOCC2)cc1` (configuration not stated) in the list: 1%, -1%, -4%, -17, -4%, -3%, x, x, -6
`CC(=O)Cn1ncc(N2CCOCC2)cc1=O` in the list: 17%, -4%, -20%, 4, 16%, 4%, -2%, 21%, 1

Next section.
Value order – HT1080-NT tox, SW480 rerep, GLP1R cytotox, DRD3 agonist, HT1080 IDH1KD tx, MCF10A rerep, KB-3-1 tox, KB-V1 cytotox, IL1B secr inh
- COc1cc(S(=O)(=O)NCc2ccc3c(c2)OCO3)c(OC)cc1C
    18%, -2%, -4%, 1, 19%, -2%, 6%, -22%, 8
- CC[C@@H]1C=C(C(=O)O)[C@H](c2ccc(C)cc2)N1S(=O)(=O)c1ccc(C)cc1
    -11%, -3%[9.22 µM], 0%, -12, -2%, -7%, 11%, 11%, 44
- Fc1ccc(C(c2nnnn2C2CCCC2)N2CCN(Cc3ccncc3)CC2)cc1 (configuration not stated)
    -3%, -6%, -3%, 0, -4%, 1%, -7%, 0%, -12
- O=C(NC1CCCc2ccccc21)C1CCC(CNc2c(N3CCOCC3)c(=O)c2=O)CC1 (configuration not stated)
    21%, -3%, -3%, -3, 15%, 0%, 19%, 11%, -3
- O=C(Oc1ccc(OC(=O)N2CCCCC2)cc1)c1ccccc1
    -20%, -3%, 7%, -3, -4%[9.24 µM], 3%, -5%, 9%, -4
- COc1ccc(CN=CC2=C(O)CC(C)(C)CC2=O)cc1
    -2%, -21%, 11%, 2, 0%, 2%, 17%, 9%, 1
- Cc1ccc(O)c(Nc2ncnc3ccc([N+](=O)[O-])cc23)c1
    -7%, -5%, -6%, 1, -19%, -6%, -1%, -8%, 0
- O=C(N/N=C/c1ccc(O)c(O)c1)NC12CC3CC(CC(C3)C1)C2
    -4%, 4%, -3%, 12, u, 1%, -6%, 15%, -82*
- O=C(CCCOc1ccccc1)Nc1nccs1
    0%, -1%, 5%, -4, 13%, 1%, 21%, -25%, -10
